Epigenetic derep: epigenetic control regulation, reporter derepression. Potency, µM (highest dose often 53.9 µM), without a hit: at the top dose GFP activation, usual class: activators. 280,000 tested, 0.2% active. murine LDR cells, GFP reporter derepression, 30 h; further: potency means the concentration at half of the fitted maximal effect; % of control where 0% means no effect; nearly all actives have a fitted effect of over 60% in size
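Murine LDR cells carrying a silenced, genomically integrated CMV-driven GFP reporter were exposed to compound for 30 hours at 37 C. After PBS washes, GFP-positive cells (20–120 um objects) were counted by laser-scanning microplate cytometry.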
IMPase Li cell: membrane-permeable IMPase blocker, potentiated with lithium; CHO-M1 cells, IP1 TR-FRET (IP-One), carbachol + lithium; Potency, µM (series often up to 59.4 µM), without a hit: at the highest dose activity, negative = IMPase inhibition, usual class: inhibitors; 210,000 tested, 0.35% active;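 further: IP1 builds up when IMPase is blocked and the TR-FRET signal falls; potency means the concentration at half of the fitted maximal effect; plate controls were basal vehicle for no effect and high inhibitor control for full effect; nearly all actives have a fitted effect of over 50% in size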
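CHO-M1, 2000 cells/well, 16–30 h culture; cpd + low Li+, 30 min 37C; lysis with d2-IP1/Eu-anti-IP1 Ab, 10 min RT; TR-FRET 665/620 ratio and 620 channel; AC50 via Hill.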
CBFb RUNX1 block: blocks binding between human CBF-beta and RUNX1. Q01196+Q13951. AlphaScreen CBFb-His/RUNX1-biotin binding, biochemical. Potency, µM (top dose mostly 59.8 µM), inactives show top-dose activity, negative = inhibition, usual class: inhibitors. 230,000 tested, under 10 active. AID 1477; further: % of control where 0% means no effect
Target sequence (Q01196 whole entry, looked up): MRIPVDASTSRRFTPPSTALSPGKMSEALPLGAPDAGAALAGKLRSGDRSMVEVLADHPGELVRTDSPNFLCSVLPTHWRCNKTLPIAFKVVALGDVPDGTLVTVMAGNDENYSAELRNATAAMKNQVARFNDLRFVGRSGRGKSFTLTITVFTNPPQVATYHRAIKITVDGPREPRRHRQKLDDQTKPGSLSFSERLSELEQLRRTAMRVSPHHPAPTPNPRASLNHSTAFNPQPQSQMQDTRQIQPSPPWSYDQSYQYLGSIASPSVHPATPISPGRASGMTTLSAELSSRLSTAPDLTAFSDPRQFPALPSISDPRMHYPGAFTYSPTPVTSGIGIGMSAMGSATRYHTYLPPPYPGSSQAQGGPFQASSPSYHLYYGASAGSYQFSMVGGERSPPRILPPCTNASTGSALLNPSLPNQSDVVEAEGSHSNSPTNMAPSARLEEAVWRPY
Target sequence (Q13951 whole entry, looked up): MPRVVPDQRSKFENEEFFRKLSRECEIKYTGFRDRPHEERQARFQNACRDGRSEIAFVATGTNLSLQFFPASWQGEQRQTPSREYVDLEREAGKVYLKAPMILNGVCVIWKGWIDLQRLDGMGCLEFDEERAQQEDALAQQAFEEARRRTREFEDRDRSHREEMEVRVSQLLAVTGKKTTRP
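CBF-beta (His) and RUNX1 (biotin), 30 nM each; 20 min preassociation; + compound, 15 min; + beads 50 ng each (Ni, streptavidin), 90 min; RT; AlphaScreen read.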
HttQ103 aggreg: reduces HttQ103-GFP aggregates in PC12 cells; PC12 HttQ103-GFP aggregates, Acumen cytometry, 40 h; Potency, µM (series often up to 46.1 µM), inactives show at the highest dose activity change, negative = inhibition, actives largely listed as inhibitors; 220,000 tested, 1.1% active; further: potency means the concentration at half of the fitted maximal effect; on the % scale 0 is the no-effect control and ±100 the full control effect; nearly all actives have a fitted effect of over 60% in size
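Multiplexed with ATP-based cell death, this channel scores GFP aggregates in PC12 cells expressing inducible HTTex1-Q103-GFP. Induction used 100 nM tebufenozide; compounds were tested in concentration series.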
L3MBTL1 block: inhibitors of human L3MBTL1. AlphaScreen L3MBTL1–H3K9me1 peptide binding. Potency, µM (series often up to 57.1 µM), for the others: at the highest dose activity, negative = inhibition, most hits filed as inhibitors. 230,000 tested, 0.66% active. AID 485360; further: potency means the concentration at half of the fitted maximal effect; on the % scale 0 is the no-effect control and ±100 the full control effect; nearly all actives have a fitted effect of over 60% in size
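L3MBTL1 (50 nM) pre-complexed 30 min with biotinylated H3(1-15)K9me1 peptide (75 nM), then compounds added for 30 min at room temperature; AlphaScreen streptavidin donor/nickel chelate acceptor beads (10 ug/mL final) read after 30 min dark incubation.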
Luc counter: counter-screen: inhibitors of Kinase-Glo firefly luciferase | Q27757 | Kinase-Glo luciferase, ATP luminescence, 8 min | Potency, µM (highest dose often 38.3 µM), for inactives: at the top dose activity change, negative = inhibition, most hits filed as inhibitors | 200,000 tested, 0.28% active; further: potency means the concentration at half of the fitted maximal effect; on the % scale 0 is the no-effect control and ±100 the full control effect; nearly all actives have a fitted effect of over 60% in size
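Inhibition of Kinase-Glo luciferase light generation was assessed at 10 uM ATP in pH 7.2 imidazole buffer, with luminescence measured after eight minutes at ambient temperature.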
NPSR antag: antagonists of human neuropeptide S receptor cAMP signaling; 220,000 tested, 1% active; Potency, µM (titrated, usually from 38.3 µM), without a hit: at the highest dose activity change, negative = inhibition, actives largely listed as inhibitors; CHO-NPSR cells, cAMP TR-FRET, antagonist mode; AID 1461; further: potency means the concentration at half of the fitted maximal effect; on the % scale 0 is the no-effect control and ±100 the full control effect; nearly all actives have a fitted effect of over 50% in size; many of its hits are not listed in these tables
Target sequence (Q6W5P4 whole entry, looked up): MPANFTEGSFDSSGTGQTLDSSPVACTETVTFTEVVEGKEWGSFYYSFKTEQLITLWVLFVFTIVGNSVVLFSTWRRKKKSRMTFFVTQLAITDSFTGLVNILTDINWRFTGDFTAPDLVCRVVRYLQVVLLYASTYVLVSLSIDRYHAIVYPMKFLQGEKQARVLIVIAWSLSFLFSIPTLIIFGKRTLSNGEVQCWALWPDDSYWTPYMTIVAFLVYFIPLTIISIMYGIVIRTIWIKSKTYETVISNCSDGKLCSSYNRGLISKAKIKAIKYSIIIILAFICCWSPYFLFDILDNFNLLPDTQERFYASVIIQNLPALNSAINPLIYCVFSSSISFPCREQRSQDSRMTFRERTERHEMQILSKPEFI
Active calls of the source: *; ? = inconclusive; nt = not tested or not shown; & = joins results of further samples; [ ] = remark or other dose. The call rests on the fitted dose curve; in most records, active means well fitted curve in the direction sought with a large enough effect; inconclusive means small, poorly fitted or top-dose-only effect, or another doubt; inactive means no such curve, though single readings can be large; an effect the other way counts as inactive or inconclusive. An excerpt (hit frequency here may not be typical).

no.	Compound	Epigenetic derep	IMPase Li cell	CBFb RUNX1 block	HttQ103 aggreg	L3MBTL1 block	Luc counter	NPSR antag
1	Cc1nc2cc(-c3sccc3-n3cccc3)nn2c(C)c1C	1.0%	2%[38.3 µM]	0%	30%	-9%	-9%	-10%[46.1 µM]
2	CCCC(C)NC(=O)COC(=O)c1ccc(Cl)c(S(N)(=O)=O)c1 (configuration not stated)	-2.0%	15%[38.3 µM]	-1%	17%	nt	-2%	-3%[46.1 µM]
3	CCOC(=O)c1ccccc1NC(=O)COc1cc(=O)n(CC)c2ccccc12	5.6%&0.0%	9%[38.3 µM]	5%	-5%	nt	-4%	-11%[46.1 µM]
4	COc1cccc(OC)c1C(=O)NC(=S)NCc1ccco1	-0.4%	11%	2%	1%	-9%	0%	-1%
5	NS(=O)(=O)c1ccc(CNC(=O)/C=C/c2c(F)cccc2Cl)cc1	-1.1%	7%	0%	nt	-1%	-7%	-11%
6	CC(C)C(OC(=O)c1oc2ccccc2c1CSC1CCCCC1)C(=O)NC(N)=O (configuration not stated)	0.0%	5%	1%	-3%[9.22 µM]	-1%	0%	9%
7	CCOC(=O)c1[nH]c2c(c1-c1ccccc1)C(=O)CC(c1ccccc1)C2 (configuration not stated)	5.4%	16%	2%[2.36 µM]	1%	-2%	14%	-18%
8	CN(C(=O)c1ccc(OC2CCN(CCc3ccccc3)CC2)cc1)C1CCOCC1	-1.2%	18%	7%	7%[9.22 µM]	5%	nt	-9%
9	N#Cc1nc(Cc2cccc3ccccc23)oc1NCc1ccco1	-6.9%	nt	-27%	1%	-7%	nt	-21%[46.1 µM]
10	CC(=O)N/N=C(\C)CC(=O)NC(C)(C)C	0.0%	-2%	1%	-2%	0%	0%	-20%
11	CCn1nc(C)c(NC(=O)c2ccc(Br)o2)c1C	-6.9%	-2%	10%	-11%	-2%	-2%	6%
12	CCOC(=O)c1csc(NC(=O)Nc2cccc(Cl)c2)n1	0.0%	-1%	-2%	-14%	42%[activator]	1%	-14%
13	COCCN(CCOC)S(=O)(=O)c1ccc(C(=O)NC2CCN(Cc3ccccc3)CC2)cc1	-1.5%	10%[38.3 µM]	-1%	6%	13%	1%	1%[46.1 µM]
14	O=C(Nc1ccc(Cl)cn1)c1ccc2c(c1)OCCO2	1.4%	6%	3%	4%[9.22 µM]	7%	-19%	0%
15	COCCNC(=O)CSc1nc(-c2ccccc2)c(-c2ccccc2)o1	0.0%	34%[38.3 µM]	0%	1%	nt	2%	-20%[46.1 µM]
16	CN(C)S(=O)(=O)c1cccc(NC(=O)CSc2nc3ccccc3n2-c2ccccc2)c1	9.4%	11%	2%	-27%	-8%	1%	-45%
17	COc1ccc(NC(=O)C2CCCN(S(=O)(=O)c3cccc4cccnc34)C2)cc1 (configuration not stated)	-0.8%	7%[38.3 µM]	1%	?	nt	5%	-16%[46.1 µM]
18	CCN(CC)Cc1oc(CO)cc(=O)c1O	-2.2%	4%	-21%	22%	1.1µM*	4%	11%
19	CSc1nc2nc(C)c(C/C=C/c3ccccc3)c(=O)n2[nH]1	-2.5%	8%	1%	6%	5%	0%	-19%
20	O=C(O)/C=C/C(=O)Nc1ccc2nccnc2c1	-1.8%	0%	-16%	15%	nt	-2%	13%

Printed as active in L3MBTL1 block, of those listed so far:
cpd | SMILES | Epigenetic derep | IMPase Li cell | CBFb RUNX1 block | L3MBTL1 block | NPSR antag
18 | CCN(CC)Cc1oc(CO)cc(=O)c1O | -2.2% | 4% | -21% | 1.1µM* | 11%

Returning to the listing; the two compounds before the break are reprinted first.
no.	Compound	Epigenetic derep	IMPase Li cell	CBFb RUNX1 block	HttQ103 aggreg	L3MBTL1 block	Luc counter	NPSR antag
19	CSc1nc2nc(C)c(C/C=C/c3ccccc3)c(=O)n2[nH]1	-2.5%	8%	1%	6%	5%	0%	-19%
20	O=C(O)/C=C/C(=O)Nc1ccc2nccnc2c1	-1.8%	0%	-16%	15%	nt	-2%	13%
21	COc1cccc(CN=CC2=C(O)CC(C)(C)CC2=O)c1OC	3.2%	31%[38.3 µM]	10%	-6%	-1%	-1%	-10%[46.1 µM]
22	CCOC(=O)Cc1csc(NC(=O)CN2C(=O)c3ccccc3S2(=O)=O)n1	0.0%	23%[38.3 µM]	-2%	-8%	nt	1%	-5%[46.1 µM]
23	S=C(NCc1ccco1)Nc1cccc(Cl)c1	-1.8%	-6%	-3%	-16%	-8%	3%	-2%[46.1 µM]
24	O=C(CCn1cnnn1)Nc1ccccc1	0.9%&6.1%	-11%	-4%	-12%	nt	nt	5%
25	COc1ccc(NC(=S)NNC(=O)c2ccc(S(=O)(=O)N3CCOCC3)cc2)cc1	-2.5%	5%	-7%	23%	1%	3%	-21%
26	CCC(/C=N/NC(=O)C1COc2ccccc2O1)CC (configuration not stated)	-1.0%	3%	1%	0%	5%	3%	22%
27	Cc1ccc[n+](C2C(c3ccc([N+](=O)[O-])cc3)C(C#N)=C([S-])NC2(O)C2CC2)c1 (configuration not stated)	-2.2%	16%	-16%	7%	nt	-2%	-32%
28	CCOC(=O)C1=C(C(=O)OCC)C(C(=O)OCC)N(S(=O)(=O)C(F)(F)F)c2ccccc21 (configuration not stated)	-4.6%	3%	-4%	nt	nt	4%[39.9 µM]	nt
29	NC(=O)C1CCN(C2=C(Cl)C(=O)c3ccccc3C2=O)CC1	-0.7%	90%[activator][38.3 µM]	-1%	5%	?	?	10µM*
30	O=c1[nH]nc(Cc2ccc(Cl)cc2Cl)c2ccccc12	-0.1%	36%[38.3 µM]	-3%	?	nt	-1%	?
31	COc1ccc2nc(-c3ccc(N)cc3)[nH]c2c1	-0.1%	-1%	7%	-4%	-20%	10µM*	-29%[46.1 µM]
32	O=C(Cn1cc2c(n1)CCCC2)N1CCc2ccccc21	-1.0%	-2%	3%	21%	10%	0%	-2%
33	CCC(C)NC(=O)C1(C)CCC(=O)N1Cc1ccccc1OC (configuration not stated)	-1.1%	12%[38.3 µM]	6%	-10%	3%	0%	-2%[46.1 µM]
34	O=C1Nc2ccccc2C1(O)C/C(=N/O)c1ccccc1 (configuration not stated)	-1.6%	-1%	2%	?	8%	0%	15%
35	CN(C(=O)COC(=O)c1cccnc1Nc1ccccc1F)C1CCS(=O)(=O)C1 (configuration not stated)	1.0%	-5%	-3%	5%	6%	-21%	10%
36	CN(C)c1ccc(NC(=O)c2ccc3c(c2)nnn3C)cc1	-1.1%	27%	-1%	nt	-7%	1%	-29%
37	N#CCCn1cc(C(=O)Nc2ccc([N+](=O)[O-])cc2)c(-c2cc3ccccc3o2)n1	-1.0%	6%	4%	-30%	3%	-3%	-4%
38	Cc1ccc(NC(=O)NC2=NN(c3ccccc3)C(=O)/C2=C2/CCCN2C)cc1	-1.3%	43%[activator]	4%	11%	?	-2%	-11%
39	O=C(C1COc2ccccc2O1)N1CCCC1 (configuration not stated)	-6.2%	-7%[38.3 µM]	0%	0%[9.22 µM]	nt	4%	-3%[46.1 µM]
40	Cc1nn(C)c(C)c1S(=O)(=O)N(CC(=O)Nc1nccs1)c1ccc(C(C)C)cc1	1.9%	11%	-2%	-2%	-19%	2%	1%[46.1 µM]

An excerpt from above with just HttQ103 aggreg, NPSR antag and L3MBTL1 block.
| nr | compound | HttQ103 aggreg | NPSR antag | L3MBTL1 block |
| --- | --- | --- | --- | --- |
| 29 | NC(=O)C1CCN(C2=C(Cl)C(=O)c3ccccc3C2=O)CC1 | 5% | 10µM* | ? |
| 30 | O=c1[nH]nc(Cc2ccc(Cl)cc2Cl)c2ccccc12 | ? | ? | nt |

More structures follow.
no.	Compound	Epigenetic derep	IMPase Li cell	CBFb RUNX1 block	HttQ103 aggreg	L3MBTL1 block	Luc counter	NPSR antag
41	CC1(C)CC2(CC(c3ccc(F)cc3)c3ccc(O)cc3O2)NC(=S)N1 (configuration not stated)	-1.8%	nt	-8%	0%[9.22 µM]	nt	nt	-14%
42	Cc1ccc(-c2nc3c(c(=O)[nH]c(=O)n3Cc3ccccc3)n2Cc2ccccc2)o1	?	8%	10%	6%	-3%	-3%	-18%
43	CCCC(CCC)C(=O)Nc1ccc2c(c1)N(C(=O)CCN1CCN(C)CC1)c1ccccc1CC2	1.5%	23%	3%	-5%[9.22 µM]	0%	-2%	2%
44	CCCn1c(-c2ccncc2)n[nH]c1=S	1.8%	1%	3%	9%[9.22 µM]	3%	-3%	13%
45	O=C(Nc1cc(C(F)(F)F)ccc1N1CCOCC1)c1ccc[n+]([O-])c1	-1.0%	32%[38.3 µM]	10%	5%	nt	19%	-5%[46.1 µM]
46	Cc1ccc(C(=O)OC2CCOC2=O)cc1NC(=O)c1ccco1 (configuration not stated)	-1.6%	2%[38.3 µM]	0%	6%	nt	-1%	10%[46.1 µM]
47	CCOc1cccc(-c2nn3c(-c4ccccn4)nnc3s2)c1	4.1%	9%[38.3 µM]	-30%	-3%	0%	0%	?
48	O=C(Nc1cccnc1)c1cccs1	0.0%	6%[38.3 µM]	7%	?	-3%	-1%	6%[46.1 µM]
49	CCc1cc(C(=O)Cc2nc3ccccc3s2)c(O)cc1OCC(=O)O	1.5%	nt	12%	6%[9.22 µM]	9%	nt	6%
50	CN(C(=O)c1c(Cl)nc2sccn12)C1CCCCC1	0.0%	29%[38.3 µM]	18%	-10%	-2%[11.4 µM]	-2%	2%[46.1 µM]
51	Cn1nc(C(=O)Nc2ccc(S(=O)(=O)N3CCCCC3)cc2)ccc1=O	-1.0%	13%[38.3 µM]	6%	-4%	6%	-3%	-3%[46.1 µM]
52	CCn1nc(NC(=O)c2ccncc2)c2cc3ccccc3nc21	-1.0%	18%[38.3 µM]	7%	-15%	nt	-3%	-8%[46.1 µM]
53	Cc1ccc(Cn2c(SCC(=O)N/N=C/c3ccccc3OCC(=O)O)nc3ccccc32)cc1	1.8%	nt	5%	18%[9.22 µM]	nt	nt	5%
54	Cc1nn(Cc2ccc([N+](=O)[O-])cc2)c(=O)n1-c1ccc(Cl)cc1	-0.1%	2%	0%	3%	0%[11.4 µM]	1%	-2%
55	Cc1ccc(N=C2NC(=O)/C(=C/C=C/c3ccco3)S2)cc1C	0.0%	13%	nt	?	22µM*	-5%	-21%
